Bioassay records as filed in PubChem BioAssay.
BoNT F protease: BoNT F light chain protease inhibition; hit rate 0.22% among 360,000; inhibition, % at 10 µM; Multiplex microsphere protease cleavage assay, flow cytometry; in the data active = inhibition above about 35%, passing the limit was not always enough; inconclusive = no clear call, values can overlap the other calls; also: plate controls were buffer without enzyme for full effect and enzyme alone for no effect
Rv3671c inh: inhibitors of M. tuberculosis serine protease Rv3671c | P9WHR9 | inhibition, % at 5.96 µM | hit rate 0.048% among 320,000 | AID 2606; in the data active = inhibition above about 38%;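 also: extracellular domain of Rv3671c used as enzyme; 0% = enzyme with DMSO and 100% = no enzyme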
Target sequence (P9WHR9 whole entry, looked up, the tested form may be a part): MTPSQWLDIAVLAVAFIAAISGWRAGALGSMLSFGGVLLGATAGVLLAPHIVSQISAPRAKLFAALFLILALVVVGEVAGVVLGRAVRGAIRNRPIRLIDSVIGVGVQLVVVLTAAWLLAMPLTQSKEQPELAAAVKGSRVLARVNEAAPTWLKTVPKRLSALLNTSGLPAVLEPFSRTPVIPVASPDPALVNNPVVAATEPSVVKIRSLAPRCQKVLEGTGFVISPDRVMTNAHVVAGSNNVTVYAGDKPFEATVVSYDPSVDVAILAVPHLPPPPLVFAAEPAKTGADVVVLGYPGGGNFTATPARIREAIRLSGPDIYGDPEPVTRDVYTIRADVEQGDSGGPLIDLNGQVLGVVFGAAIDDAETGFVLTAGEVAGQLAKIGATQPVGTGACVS
FBA Mtb inh: inhibits M. tuberculosis FBA enzyme | P9WQA3 | purified M. tuberculosis FBA, fluorescence read-out | inhibition, % at 1 µM | hit rate 2.3% among 360,000 | AID 588726; in the data active = inhibition above about 27%;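 also: 0% = vehicle and 100% = reference inhibitor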
GDH-TPI counter: GDH-TPI coupled enzyme inhibition counter-screen; GDH-TPI coupled enzyme counterscreen, NADH absorbance; inhibition, % at 4.8 µM; hit rate 1.2% among 360,000; AID 588335; in the data active = inhibition above about 30%;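 also: 0% = DMSO wells and 100% = wells lacking the enzyme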
PrPC TRFRET: reduces human prion protein on the cell surface; cell surface PrPC, TR-FRET read-out; hit rate 0.43% among 370,000; AID 720596; inhibition, % at 13.8 µM; in the data active = inhibition above about 24%; also: 0% = median of the test wells and 100% = reference compound wells
MazEF act: activators of E. coli MazEF toxin-antitoxin RNase. P0AE70. FAM/BHQ RNA-DNA oligo cleavage fluorescence, 5 h. activation, % at 20 µM. hit rate 0.32% among 350,000. AID 504720; in the data active = activation above about 50%
Target sequence (P0AE70 whole entry, looked up): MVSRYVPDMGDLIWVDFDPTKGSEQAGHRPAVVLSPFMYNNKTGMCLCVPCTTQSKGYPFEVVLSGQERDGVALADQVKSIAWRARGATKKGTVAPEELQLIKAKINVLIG
Mtb UGM inh: inhibitors of M. tuberculosis UDP-galactopyranose mutase; hit rate 0.06% among 320,000; purified UGM, fluorescence polarization probe displacement; inhibition, % at 10 µM; P9WIQ1; in the data active = inhibition above about 10%, passing the limit was not always enough; inconclusive = no clear call, values can overlap the other calls
Target sequence (P9WIQ1 whole entry, looked up): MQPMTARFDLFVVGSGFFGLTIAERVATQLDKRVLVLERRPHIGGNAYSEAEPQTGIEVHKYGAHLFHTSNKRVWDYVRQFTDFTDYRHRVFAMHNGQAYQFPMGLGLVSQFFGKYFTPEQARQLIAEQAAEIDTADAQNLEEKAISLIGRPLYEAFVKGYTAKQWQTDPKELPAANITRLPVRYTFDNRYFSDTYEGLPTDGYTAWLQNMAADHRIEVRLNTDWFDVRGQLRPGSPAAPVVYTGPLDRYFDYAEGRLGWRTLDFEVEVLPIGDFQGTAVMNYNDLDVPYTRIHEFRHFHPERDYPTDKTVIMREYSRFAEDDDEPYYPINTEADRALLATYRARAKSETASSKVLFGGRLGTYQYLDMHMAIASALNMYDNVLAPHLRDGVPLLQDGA
Mtb BioA inh: BioA (M. tuberculosis) enzyme inhibition; AID 602481; hit rate 0.096% among 360,000; purified M. tuberculosis BioA enzyme, plate reader; inhibition, % at 9.99 µM; in the data active = inhibition above about 40%; inconclusive = no clear call, values can overlap the other calls
FadD28 FP inh: inhibitors of Mycobacterium tuberculosis FadD28 bisubstrate binding. hit rate 0.22% among 360,000. FadD28 bisubstrate probe binding, fluorescence polarization. inhibition, % at 12.5 µM. AID 588549; in the data active = inhibition above about 8.5%, passing the limit was not always enough; inconclusive = no clear call, values can overlap the other calls
An asterisk follows results filed as active; ? = inconclusive; . = not tested or not shown; & = joins results of further samples.

Compound	BoNT F protease	Rv3671c inh	FBA Mtb inh	GDH-TPI counter	PrPC TRFRET	MazEF act	Mtb UGM inh	Mtb BioA inh	FadD28 FP inh
C[C@H](CO)N1C[C@H](C)[C@@H](CN(C)C(=O)Nc2cc(F)ccc2F)Oc2ncc(-c3cccc(F)c3)cc2C1=O	-2	.	5	7	-8	0	.	1.7&5.5&7.6	-3.6
NC(=O)c1ccc(NC(=O)COc2cccc3c2CCNC3=O)cc1	?	.	4	8	-2	2	.	-0.2	-1.5
COc1ccccc1N(C)S(=O)(=O)c1ccc(C(=O)N2CCCc3ccccc32)cc1	9	-1	0	1	12	11	0.4	1.3	-1.8
CSc1ccccc1NC(=S)Nc1cc(C)cc(C)c1	8	4	-4	-7	-1	-3	2.2	23	-3.6
Cc1ccccc1C(=O)N/N=C/c1cccc2ccccc12	-9	-5	3	9	1	1	-0.6	-0.9	-2.0
COc1cc(CNn2cnnc2)ccc1OCC(=O)NC1CCCCC1	-2	-3	4	-11	-9	-4	0.0	-0.5	-1.3
C[C@H](CO)N1C[C@H](C)[C@@H](CN(C)C(=O)Nc2ccc3c(c2)OCO3)Oc2c(NS(=O)(=O)c3cn(C)cn3)cccc2C1=O	-13	4	0	4	-5	3	4.1	-1.9&-3.8	-2.1
Cn1cc(CN2CCC(C(O)c3cccs3)CC2)c(-c2ccccc2F)n1 (stereo unspecified)	2	7	6	6	-2	1	.	0.0	-0.5
Cc1c(NC(=O)C(C)SC(=S)N2CCCC2)c(=O)n(-c2ccccc2)n1C (stereo unspecified)	-2	-6	-1	0	7	0	-0.9	3.4	-1.6
CCOc1cccc(CNc2nnnn2C)c1	-18	-3	0	4	6	2	-0.4	-0.2	-2.6
Cc1nc(Nc2ccc(C(=O)O)cc2)sc1-c1ccccc1	-5	-11	-2	37*	-8	-5	1.3	.	-2.8
O=C(COC(=O)c1ccc(C(F)(F)F)cc1)Nc1cccc(S(=O)(=O)NC2=NCCCCC2)c1	4	-13	0	3	-1	-2	0.2	-4.5	-3.4
CC(=O)NC(c1ccco1)c1cc(Cl)c2cccnc2c1O (stereo unspecified)	1	.	1	7	6	.	.	-0.3	-0.2
Cc1cc(C)c(C#N)c(SCc2ccccc2F)n1	-2	4	6	2	0	-48	-1.9	1.0	-13
COc1ccc(N2CCN(C(=O)CN3C(=O)NC(c4ccc(OC)cc4)(c4ccc(OC)cc4)C3=O)CC2)cc1	3	4	-1	-3	0	0	-1.7	-1.2	2.2
O=C(Nc1ccc2c(c1)OCCO2)c1ccccc1	-13	-7	-4	4	.	10	0.0	5.2	0.0
O=C(Nc1ccc2c(c1)OCCO2)N1CCN(Cc2ccccc2)CC1	5	5	1	32*	15	3	0.0	5.7	0.0
COc1ccc(-c2nc3c4ccccc4ccn3c2Cc2ccsc2)cc1OC	0	.	24	.	-8	.	.	2.0	-0.4
O=C1NC(=O)C(=Cc2ccc(-c3cc(Cl)ccc3[N+](=O)[O-])o2)C(=O)N1	4	.	-2	15	-23	-14	.	.	4.3
CC1(C(=O)NCCCNc2ncc(C(F)(F)F)cc2Cl)C=CCN1C(=O)c1ccccc1 (stereo unspecified)	-1	0	-2	0	8	3	0.2	1.6	-3.2
Cc1ccc(Cn2ccc(=O)c(OCc3c(Cl)cccc3Cl)c2C)cc1	1	1	-3	-8	17	-12	-0.4	-2.5	-10
COc1ccc(S(=O)(=O)N2CCN(C(=O)CCSc3ccccc3)CC2)cc1	-2	-3	1	3	1	-1	-2.9	1.7	-0.3
CCOCc1cn(CC(=O)c2ccc([N+](=O)[O-])cc2)c(C)nc1=N	-7	-3	3	8	-50	-2	2.0	-1.6	0.6
COC(=O)C(O)(c1ccc(NC(=O)c2ccccc2)cc1)C(F)(F)F (stereo unspecified)	-8	2	-3	-1	2	2	0.4	1.8	-5.9
N#C/C(=C\c1ccc2c(c1)OCCO2)C(=O)Nc1ccc(C(=O)O)cc1	-18	4	0	22	-11	16	3.3	-0.9	-2.7
Cc1ccc(NC(=O)COC(=O)CNC(=O)c2cccc([N+](=O)[O-])c2)cc1S(=O)(=O)N1CCCCCC1	1	-5	5	8	-2	-10	-0.2	.	0.8
CN1C(=O)/C(=C\c2ccc(N3CCCCCC3)cc2)C(=O)NC1=S	-2	-18	-1	18	4	1	-3.0	.	-1.3
CN(CC1COc2ccccc2O1)C(=O)c1cccc(S(=O)(=O)N2CCCC2)c1 (stereo unspecified)	.	1	5	1	3	3	0.2	1.7	-1.7
COc1ccc(Cl)cc1NC(=O)Nc1ccccc1SC	-7	5	0	1	2	10	0.1	.	-3.7
COCCCn1c(=O)c2sccc2n(Cc2cc(C(=O)OC)ccc2OC)c1=O	?	2	-2	4	-3	1	1.4	-0.1	-2.1

Shown with each value named: four of the compounds above
O=C(Nc1ccc2c(c1)OCCO2)c1ccccc1
  BoNT F protease: -13 | Rv3671c inh: -7 | FBA Mtb inh: -4 | GDH-TPI counter: 4 | PrPC TRFRET: . | MazEF act: 10 | Mtb UGM inh: 0.0 | Mtb BioA inh: 5.2 | FadD28 FP inh: 0.0

Cc1cc(C)c(C#N)c(SCc2ccccc2F)n1
  BoNT F protease: -2 | Rv3671c inh: 4 | FBA Mtb inh: 6 | GDH-TPI counter: 2 | PrPC TRFRET: 0 | MazEF act: -48 | Mtb UGM inh: -1.9 | Mtb BioA inh: 1.0 | FadD28 FP inh: -13

NC(=O)c1ccc(NC(=O)COc2cccc3c2CCNC3=O)cc1
  BoNT F protease: ? | Rv3671c inh: . | FBA Mtb inh: 4 | GDH-TPI counter: 8 | PrPC TRFRET: -2 | MazEF act: 2 | Mtb UGM inh: . | Mtb BioA inh: -0.2 | FadD28 FP inh: -1.5

Cc1ccccc1C(=O)N/N=C/c1cccc2ccccc12
  BoNT F protease: -9 | Rv3671c inh: -5 | FBA Mtb inh: 3 | GDH-TPI counter: 9 | PrPC TRFRET: 1 | MazEF act: 1 | Mtb UGM inh: -0.6 | Mtb BioA inh: -0.9 | FadD28 FP inh: -2.0

(more compounds)
Compound	BoNT F protease	Rv3671c inh	FBA Mtb inh	GDH-TPI counter	PrPC TRFRET	MazEF act	Mtb UGM inh	Mtb BioA inh	FadD28 FP inh
O=C(c1ccc2c(c1)N(Cc1ccccc1F)C(=O)c1ccccc1S2(=O)=O)N1CCCC1	6	-6	0	6	5	1	-0.2	-0.1	0.3
COC(=O)C1=C(C)NC(C)=C(C(=O)OC)C1c1ccc2ccccc2n1	12	-3	-1	7	-4	0	-0.1	-2.3	-1.2
O=C(Nc1ccc(F)cc1F)NC1CC(=O)N(Cc2ccccc2)C1 (stereo unspecified)	3	2	0	4	-1	4	-1.3	6.0	-2.6
CCc1ccc(-n2c(C)cc(/C=N/NC(=O)OC)c2C)cc1	-28	-1	3	8	5	5	0.1	-3.3	-0.1
Cc1csc(SC(C)C(=O)NCC2CCCCC2)n1 (stereo unspecified)	-2	1	-2	-3	-1	1	-1.1	.	-1.8
Cc1cc(C)c(S(=O)(=O)NC2CC3CCC2C3)c(C)c1 (stereo unspecified)	-11	-4	5	5	1	0	-0.1	0.3	-1.3
COc1ccc(C(C#N)Nc2ccccc2OC)cc1 (stereo unspecified)	-13	3	-1	2	6	-6	-1.3	.	0.6
CCSc1nc2sc3c(c2c(=O)n1-c1ccc(C)cc1)CCN(C)C3	8	.	0	31*	-9	-9	.	0.6	-3.1
COc1ccc(-n2c(Cc3cccn3C)nnc2SCC(=O)N2CCC(C)CC2)cc1	-4	1	0	3	1	3	-1.1	3.5	-0.7
CC1CCN(C(=O)CSc2nnc(CNC(=O)COc3ccc(Cl)cc3)o2)CC1	?	-2	1	3	-1	8	1.9	0.0	-2.8
CCOC(=O)C1CCCN(C(=O)c2ccc(S(=O)(=O)N3CCCC3)cc2)C1 (stereo unspecified)	-2	-1	4	-15	2	9	-0.9	0.3	-1.4
COc1cccc(NC(=O)CCC2CCN(C(=O)c3scnc3C)CC2)c1	-6	-11	-1	5	-3	13	-0.3	-0.1	-1.7
CCOC(=O)C1CCCN(C(=O)c2ccc3c(c2)N(C)C(=O)/C(=C/c2ccccc2Cl)S3)C1 (stereo unspecified)	-3	-8	-1	15	-1	-1	0.3	-1.1	-3.7
Cc1nccn1S(=O)(=O)c1cc([N+](=O)[O-])ccc1Cl	-2	-3	3	3	-16	-23	0.2	.	-1.0
Cc1ccc2c(c1)N(CCCC(=O)NCCC1=CCCCC1)C(=O)CO2	2	0	-2	-13	-6	-5	3.0	-1.8	-2.5
CC1CC(CC(C)C(=O)Nc2nncs2)C(=O)O1 (stereo unspecified)	2	-3	0	9	-5	-5	-0.8	1.7	-1.7
Cc1ccccc1OCC(=O)NNC(=O)c1cc(S(=O)(=O)N2CCOCC2)ccc1N1CCCC1	-1	5	-3	13	-1	2	-1.0	3.0	-3.0
C/C(=N\N=C(/N)SC1CC(=O)N(c2ccccc2)C1=O)c1cccs1 (stereo unspecified)	-5	-6	1	41*	0	2	5.3	1.9	0.5
C(#Cc1ccc(C#CCN2CCCC2)cc1)CN1CCCC1	-5	.	1	14	-7	7	.	-3.8	-0.1
CC1(C(=O)NS(=O)(=O)c2ccccc2)CCN1C(=O)C1(c2ccccc2)CCCC1 (stereo unspecified)	-3	.	-2	4	-4	.	.	-1.3	-3.4
O=C(NN1C(=O)c2cc(Br)ccc2NC1c1ccccc1Cl)c1ccncc1 (stereo unspecified)	2	0	-3	1	4	0	0.3	.	-6.6
CC(C)C(NC(=O)c1ccccc1)C(=O)NCc1ccccn1 (stereo unspecified)	7	-6	2	11	1	8	-7.7	-0.8	-1.7
COc1cccc(NC(=O)Nc2ccc(Br)cn2)c1	-2	4	-1	10	3	5	0.4	-1.0	-3.5
CCOC(=O)C(=O)N(C)c1c(CC)nc2c(OCc3ccc(Cl)cc3)cccn12	0	.	-1	2	-1	.	.	4.3	-3.4
COc1ccc(CNCc2ccc(C(F)(F)F)cc2)cc1OC	-7	1	2	26	-9	-24	-1.3	0.4	-0.9
O=C(CSc1nc2c(sc3ccccc32)c(=O)n1CCCN1CCOCC1)NC1CCCC1	2	5	2	11	-9	2	-0.2	-2.4	-0.4
CCc1ccc(Nc2c([N+](=O)[O-])c(=O)oc3ccccc23)cc1	?	7	-5	16	0	-13	-2.0	.	-2.6
CCC(=NCCCn1ccnc1)c1c(O)n(Cc2ccccc2)c(=O)[nH]c1=O	2	4	2	-2	2	0	0.3	5.8	-2.1
Cc1ccc(S(=O)(=O)N2CCOCC2)cc1C(=O)Nc1c(C)n(C)n(-c2ccccc2)c1=O	-3	-5	1	10	0	-2	0.3	-0.6	0.4
COc1ccc(C(CNC(=O)c2ccc(S(=O)(=O)N3CCCC3)cc2)N(C)C)cc1OC (stereo unspecified)	-4	-3	0	-9	-4	7	0.1	0.3	-3.2
